Compound activity: PubChem, NCI
NCI-60 one-dose screen, 48 h, at 10 µM unless noted. Numbers give growth in % (100 = growth as untreated, 0 = no growth, -100 = all killed).
A549/ATCC = A549/ATCC NSCLC; 81,000 compounds, 3.7% hits; AID 1794740
UACC-257 = UACC-257 melanoma. 78,000 compounds, 4.4% hits. AID 1794764
UACC-62 = UACC-62 melanoma; 81,000 compounds, 5.4% hits; AID 1794756
SK-MEL-5 = SK-MEL-5 melanoma; 80,000 compounds, 6.4% hits
M14 = M14 melanoma; 80,000 compounds, 6.2% hits; AID 1794745
SK-MEL-2 = SK-MEL-2 melanoma | 77,000 compounds, 4.7% hits
SK-MEL-28 = SK-MEL-28 melanoma; 81,000 compounds, 4.1% hits; AID 1794761
MDA-MB-435 = MDA-MB-435 melanoma | 82,000 compounds, 7.8% hits
The depositor's hits bear a star; / = not tested or not shown; & = joins results of further samples. The calls were made as follows: active = growth percent below 10; inactive = the rest.

Sample of the layout, 14 compounds:
No.	molecule	UACC-257	SK-MEL-5	A549/ATCC	M14	SK-MEL-2	MDA-MB-435	SK-MEL-28	UACC-62
1	COc1cc(C2CC(c3ccccc3)=NN2)ccc1Oc1nc2c(c(=O)n(C)c(=O)n2C)n1C (stereo not given)	104	89	90	103	105	98	91	80
2	CNC1=C([N+](=O)[O-])C(c2cc3cc(OC)ccc3nc2Cl)C(C#N)=C(c2cccs2)O1 (stereo not given)	98	102	98	98	107	103	109	93
3	COc1ccc(C(=O)/C=C/c2ccc(/C=C/c3ccc(F)cc3)cc2)cc1	101	104	95	95	96	99	112	104
4	O=C(NNc1cc(N2CCCC2)nc(N2CCCC2)n1)c1ccccc1	81	81	87	90	79	96	100	76
5	Cc1cc2nc3c4cc(Br)ccc4n(CCN(C(C)C)C(C)C)c3nc2cc1C	105	75	85	87	109	99	108	96
6	Cn1c(Cl)cc2c1-c1oncc1CCC2	96	101	98	103	111	110	96	101
7	CC(C)Sc1oc(-c2ccccc2)nc1S(=O)(=O)c1ccc(Br)cc1	78	87	77	94	84	105	119	69
8	O=c1ccn(Cc2cn(-c3cc4ccccc4oc3=O)nn2)c(=O)[nH]1	104	97	99	100	102	121	111	97
9	CC(C)=Cc1cc(-c2cc(C=C(C)C)[nH]n2)n[nH]1	110	103	110	103	125	112	104	92
10	CC(C)[C@@H](C(=O)O)N1C(=O)c2ccccc2C1=O	73	102	81	97	86	103	102	101
11	O=C(Nc1nn2c(-c3cc(C(F)(F)F)cc(C(F)(F)F)c3)nnc2s1)C1CCCC1	4.7*	-70*	7.1*	7.6*	/	13	30	7.5*
12	O=S(=O)(O)c1ccc(Cl)c(Cl)c1	124	107	96	101	103	100	112	99
13	O=C1CN2C(c3ccc(Cl)cc3)=CSC2=N1	96	105	93	97	98	88	96	89
14	Cc1cc(C)c(C#N)c(OCCCCn2c(C)cc(C)c(C#N)c2=O)n1	104	97	102	102	103	97	87	76

All compounds of this part, from the first entry:
No.	molecule	UACC-257	SK-MEL-5	A549/ATCC	M14	SK-MEL-2	MDA-MB-435	SK-MEL-28	UACC-62
1	COc1cc(C2CC(c3ccccc3)=NN2)ccc1Oc1nc2c(c(=O)n(C)c(=O)n2C)n1C (stereo not given)	104	89	90	103	105	98	91	80
2	CNC1=C([N+](=O)[O-])C(c2cc3cc(OC)ccc3nc2Cl)C(C#N)=C(c2cccs2)O1 (stereo not given)	98	102	98	98	107	103	109	93
3	COc1ccc(C(=O)/C=C/c2ccc(/C=C/c3ccc(F)cc3)cc2)cc1	101	104	95	95	96	99	112	104
4	O=C(NNc1cc(N2CCCC2)nc(N2CCCC2)n1)c1ccccc1	81	81	87	90	79	96	100	76
5	Cc1cc2nc3c4cc(Br)ccc4n(CCN(C(C)C)C(C)C)c3nc2cc1C	105	75	85	87	109	99	108	96
6	Cn1c(Cl)cc2c1-c1oncc1CCC2	96	101	98	103	111	110	96	101
7	CC(C)Sc1oc(-c2ccccc2)nc1S(=O)(=O)c1ccc(Br)cc1	78	87	77	94	84	105	119	69
8	O=c1ccn(Cc2cn(-c3cc4ccccc4oc3=O)nn2)c(=O)[nH]1	104	97	99	100	102	121	111	97
9	CC(C)=Cc1cc(-c2cc(C=C(C)C)[nH]n2)n[nH]1	110	103	110	103	125	112	104	92
10	CC(C)[C@@H](C(=O)O)N1C(=O)c2ccccc2C1=O	73	102	81	97	86	103	102	101
11	O=C(Nc1nn2c(-c3cc(C(F)(F)F)cc(C(F)(F)F)c3)nnc2s1)C1CCCC1	4.7*	-70*	7.1*	7.6*	/	13	30	7.5*
12	O=S(=O)(O)c1ccc(Cl)c(Cl)c1	124	107	96	101	103	100	112	99

Compound profiles, as listed above. Screens in order: UACC-257, SK-MEL-5, A549/ATCC, M14, SK-MEL-2, MDA-MB-435, SK-MEL-28, UACC-62
CC(C)=Cc1cc(-c2cc(C=C(C)C)[nH]n2)n[nH]1 is listed with 110, 103, 110, 103, 125, 112, 104, 92
CC(C)Sc1oc(-c2ccccc2)nc1S(=O)(=O)c1ccc(Br)cc1 is listed with 78, 87, 77, 94, 84, 105, 119, 69

Continued:
No.	molecule	UACC-257	SK-MEL-5	A549/ATCC	M14	SK-MEL-2	MDA-MB-435	SK-MEL-28	UACC-62
13	O=C1CN2C(c3ccc(Cl)cc3)=CSC2=N1	96	105	93	97	98	88	96	89
14	Cc1cc(C)c(C#N)c(OCCCCn2c(C)cc(C)c(C#N)c2=O)n1	104	97	102	102	103	97	87	76
15	CCCCOc1ccc(NC(=O)n2nc(NC(C)=O)c3ccccc32)cc1	93	100	87	68	71	87	118	69
16	c1ccc(-c2cn3ccnc3c(-c3ccc4ncn(C5CCCCC5)c4c3)n2)cc1	95	64	67	62	83	71	82	34
17	CCOC(=O)C1=C(C)/C(=C\c2[nH]c(C)c(C(=O)OCC)c2C)N=C1C	89	97	87	96	86	81	88	91
18	FC(F)(F)c1ccc(-c2cnc(Cl)nc2NC2CCCCCC2)cc1	-10*	-8.3*	17	22	-4.2*	11	38	16
19	COC(=O)c1ccc(Cl)c(Cl)c1	101	103	99	97	/	104	109	108
20	COc1cc(-c2cc(-c3cccc(OCC(=O)O)c3)[nH]c(=O)c2C#N)cc(OC)c1OC	105	100	100	98	132	106	102	95
21	Cc1nc2sc(C(=O)Nc3ccc(Br)cc3)c(N)c2cc1C(=O)c1ccc(C(F)(F)F)cc1	90	84	73	48	98	59	81	68
22	O=C(CSc1nc2ccccc2c(=O)[nH]1)NNC(=O)c1ccccc1Cl	95	106	92	110	105	101	148	110
23	C=C(C)[C@@H]1CC[C@]2(C(=O)NCc3ccc(OCc4cn(-c5ccc(Cl)cc5Cl)nn4)c(OC)c3)CC[C@]3(C)C(CCC4[C@@]5(C)CCC(OC(C)=O)C(C)(C)C5CC[C@]43C)C12 (stereo not given in full)	92	105	95	102	99	109	116	88
24	O=C(CSc1nc2ccccc2s1)N1c2ccccc2Sc2ccccc21	94	92	90	83	97	97	104	64
25	NC(=O)c1ccccc1Oc1ccc2nnc(-c3ccncc3)n2n1	99	100	99	103	99	97	108	102
26	COc1cc(OC)c(C(=O)/C=C/c2ccc(OC)c(OC)c2)cc1CC=C(C)C	/	84	51	96	/	88	100	76
27	CC(C)CNS(=O)(=O)c1ncnc2nc[nH]c12	129	93	122	79	111	99	98	110
28	O=C(CSc1nnc2n1N=C(c1ccc(Br)cc1)CS2)c1ccc(Br)cc1	69	82	59	98	/	97	109	68
29	CN1C(=O)C(C2=NN(C=O)C(c3ccc(F)cc3)C2)C(=O)N(C)C1=O (stereo not given)	69	102	75	99	/	102	111	100
30	COc1cc(C2C=C(c3ccc(Cl)c(Cl)c3)N=C3SC(C)=CN32)cc(OC)c1OC (stereo not given)	99	84	84	86	83	47	102	86
31	OCC(O)C(O)C(O)C(O)C(O)c1nc2ccccc2[nH]1 (stereo not given)	97&97	103&102	89&95	103&107	91&111	105&102	107&108	97&100
32	CC/C=C\C[C@@H](O)C/C=C1/C(=O)C=C[C@H]1C/C=C\CCCC(=O)O	72	94	82	88	93	99	96	79
33	C=CCN1c2cccc3cccc(c23)N(CC=C)C1c1cn(-c2ccccc2)nc1-c1cccc([N+](=O)[O-])c1	106	94	104	89	103	100	102	75
34	CCOC(=O)c1c[nH]c(CN)c1C	96	99	90	102	113	104	104	98
35	O=S(=O)(NC1c2ccccc2C[C@H]1O)c1ccc(Cl)cc1Cl (stereo not given in full)	102	99	93	92	101	94	102	75
36	COc1ccc(/C=N/N=C(\N)c2c(N)nc(=S)[nH]c2-c2ccc(Cl)cc2Cl)cc1	103	105	102	107	115	113	112	97
37	COc1ccc(-c2nc(S(=O)(=O)c3ccccc3)c(S(=O)CC(=O)N3CCC(C)CC3)o2)cc1 (stereo not given)	66	73	77	35	68	57	19	18
38	C=CCNC(=O)SCC	95	110	102	112	/	103	110	109
39	CCC(C#N)C1=CCCCC1 (stereo not given)	97	112	99	101	105	101	105	110
40	CCN(CC)c1ccc2cc(NC(=O)OCCNC(=O)CCNC(=O)[C@H](CC(C)C)NC(=O)C(C)(C)NC(=O)C(C)(C)NC(=O)[C@H](CC(C)C)NC(=O)CCNC(=O)C(C)(C)NC(=O)[C@H](CC(C)C)NC(=O)CCNC(=O)[C@@](C)(CC)NC(=O)[C@H](C)NC(=O)CCNC(=O)C(C)(C)NC(=O)[C@H](C)NC(=O)[C@@H]3CCCN3C(=O)[C@@](C)(CC)NC(=O)[C@H](Cc3ccccc3)NC(=O)C3CCCN3C(=O)C(C)(C)NC(=O)C3CCCN3C(=O)C(C)(C)NC(C)=O)c(=O)oc2c1 (stereo not given in full)	-89*	-100*	-76*	-79*	-80*	-76*	-84*	-76*
41	CC(C)(C)c1ccc(OCCCCCCN2CCNCC2)cc1	94	50	55	23	82	68	59	-32*
42	CSc1ccccc1N1C(=O)CSC1=S	85	93	86	105	92	98	106	95
43	CCC(O)(C(c1ccccc1)c1ccccn1)C(c1ccccc1)c1ccccn1 (stereo not given)	112	106	104	/	97	117	107	113
44	Cc1c(-c2csc(N/N=C/c3ccc(N(C)C)cc3)n2)nnn1-c1ccc([N+](=O)[O-])cc1	93	105	92	93	102	108	102	90
45	CCN(CC)CCNc1nc(NN2C(=O)c3cccc4cccc(c34)C2=O)nc(N2CCOCC2)n1	119	96	109	102	104	104	112	103
46	Cc1cc(N2CCCCCC2)nc(N2CCN(CC(=O)Nc3ccc4c(ccn4Cc4ccccc4)c3)CC2)n1	61	47	47	16	53	68	52	49
47	c1ccc(Oc2c3ccccc3nc3ccccc23)cc1	57	14	34	-13*	40	-5.5*	61	46
48	O=[N+]([O-])c1cc(/C=N/Nc2nc(N/N=C/c3ccc(Cl)c([N+](=O)[O-])c3)nc(N3CCCCC3)n2)ccc1Cl	51	78	111	/	81	92	62	43
49	COC(=O)C1=C(C(=O)c2ccc(OC)c(OC)c2)C(c2cc(OC)c(OC)c(OC)c2)C(C#N)=C(N)O1 (stereo not given)	98	108	87	105	93	99	113	98
50	COC(=O)C(Cc1cccc(-c2ccc(CO)nc2)c1)NC(=O)OCc1ccccc1 (stereo not given)	96	100	91	93	109	99	108	100
51	Cn1c(=O)c2c(nc(Cl)n2C)n(C)c1=O	98	108	98	100	100	97	103	97
52	COc1ccc(/C=N/C2=C(C#N)C(c3cccc(Cl)c3)c3c(ccc4ccccc34)O2)cc1 (stereo not given)	63	31	45	16	51	-36*	70	36
53	Cc1cc(C=O)c(C)c2c1[nH]c1ccccc12	79	112	99	105	76	116	110	57
54	Nc1nc(Nc2ccccc2)c(C=Nc2ccccc2)c(=O)[nH]1	94	98	90	92	/	95	109	84
55	Cc1cc2c(c(C)c1Cl)C(=O)/C(=C/c1ccco1)O2	97	70	103	93	102	100	107	89
56	C=C1[C@]2(C)CC3[C@@]4(C)CC[C@H](O)C(C)(C)C4CC[C@@]3(C)[C@@]1(C(=O)OC)C=C(C)C2=O (stereo not given in full)	109	97	91	93	94	105	110	72
57	CC(=O)/C(C)=N/O	94	100&102	105	111&103	126&115	102&101	101&107	93&101

Compounds were not picked by outcome (roughly 11% active in at least one column).
